From PubChem
Insulin prom up: MIN6 insulin promoter up-regulation. MIN6 insulin promoter-GFP reporter, high-content imaging; hits give high values. z-score at 5 µM. actives 0.3% (n = 190,000);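 active means z-score above 3 at 5 µM with at least 500 cells counted in the well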
Dynein transport: blocks dynein driven cargo transport along microtubules; actives 0.47% (n = 220,000); 3617.4 mouse cells, GR-EGFP nuclear translocation imaging; test concentration mostly 20 µM; stimulated with dexamethasone, 1 µM; hits give low values; z-score, hits read low; AID 1381;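 active means plate z-score of nuclear minus cytoplasmic receptor signal below a set negative limit, without overly bright fluorescence or cell loss, cut at about -3.5 in these data, passing the limit was not always enough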;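 further: z-score of nuclear minus cytoplasmic ring GR-EGFP intensity difference per well; some compounds called inactive have numbers as strong as hits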
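Also added: dexamethasone, 1.0 µM final. Medium: tet-free, stripped-serum medium. Detection: fixed, Hoechst-stained cells imaged at 10x for EGFP. Read-out: nuclear-to-cytoplasmic GR-EGFP distribution per well. Times: induction 48 h, compound 1 h, agonist 30 min.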
Autophagy HCS: alters autophagy in cells; MEF GFP-LC3 puncta imaging; test concentration mostly 10 µM; calls only at 10 µM (by protocol); actives 0.98% (n = 190,000);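 active means percentage of spot-positive cells more than 3 SD above its plate mean, without a fluorescence outlier flag or 80% toxicity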;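 further: spot-positive cell cutoff set from DMSO-treated cells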
ER stress rescue: protection against thapsigargin-triggered cell killing – 384-well, CSM14.1, ATP luminescence, primary screen (AID 1222) | 190,000 tested, under 10 active | CSM14.1 thapsigargin-induced death rescue, ATP luminescence; higher % means a stronger effect | cellular ATP content (survival), % at 20 µM; hits with a dose series show EC50 in µM;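 active means EC50 below 50 µM in the dose-response confirmation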;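 further: death triggered by thapsigargin at about 15 µM added after 2 h compound pretreatment; cell ATP read after overnight thapsigargin exposure of roughly 18 to 22 hours; normalized against plate controls of thapsigargin alone and 5% DMSO vehicle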
P. falciparum M17LAP: P. falciparum M17LAP inhibitors, primary screen, biochemical, fluorogenic H-Leu-NHMec substrate, 1536-well (AID 1619). actives 0.38% (n = 220,000). one-dose inhibition, % at 30 µM; IC50 in µM for titrated hits. recombinant M17LAP, H-Leu-NHMec fluorogenic kinetic assay; higher % means a stronger effect;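 active means compound inhibiting the enzyme by more than half at any dose during confirmatory dose-response retesting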;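 further: plate controls were full reaction with DMSO carrier for no effect and no enzyme background for full effect; strong numbers were not always called active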
Hep lipid drop: hepatic lipid droplet formation modulation | AID 1656 | AML12 mouse hepatocytes, oleate lipid droplets, BODIPY imaging | actives 0.4% (n = 240,000) | inhibition, % at 6.5 µM;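 active means lipid droplet intensity inhibited by at least 50%, with more than 500 cells counted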
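Assay system: AML12 hepatocytes (mouse) / Also added: 100 µM oleic acid challenge / Times: overnight treatment with compound plus oleate / Detection: high-content imaging of BODIPY-stained droplets and DAPI nuclei / Evaluation: % inhibition of lipid droplet signal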
Yfh1-off respiration: enhancers of respiration in Yfh1-depleted yeast, dose response, Friedreich's ataxia, plus single-dose screen (AID 1465); actives 0.074% (n = 220,000); fold induction at 50 µM; hits with a dose series show EC50 in µM; S. cerevisiae Yfh1-off respiration, WST-1 reduction, 72 h; higher fold induction means a stronger effect;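 active means fold induction of absorbance versus untreated yeast above a set limit, then at least 30% activation at any dose in follow-up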;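 further: activators that raise dye reduction in frataxin-depleted yeast; strong numbers were not always called active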
MT stabilizer: microtubule stabilizers in HeLa cells; actives 0.83% (n = 200,000); HeLa tubulin immunostaining HCS, 24 h; share of cells brighter than vehicle mean+2SD; % tubulin-high responders, % at 10 µM;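 active means plate Z-score above 3 for both tubulin-high and condensed-nucleus cell shares, with cell loss under 80%, at 10 µM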;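 further: anti alpha tubulin signal scored within the nucleus-defined area of each cell; some results filed as inactive read as strong as hits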
M1AAP inhibition: malaria alanyl aminopeptidase activity blockers – biochemical, fluorogenic H-Leu-NHMec substrate, 1536-well (AID 1445). one-dose inhibition, % at 30 µM; IC50 in µM for titrated hits. actives 0.42% (n = 220,000). recombinant M1AAP, H-Leu-NHMec fluorogenic kinetic assay; higher % means a stronger effect;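 active means primary inhibition above the hit cutoff, then over 50% inhibition at one or more dose response concentrations, cut at about 23% in these data, passing the limit was not always enough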;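 further: plate controls were DMSO full reaction for no effect and no enzyme background for full effect; strong numbers were not always called active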
Dynein transport cytoplasmic EGFP: recorded beside Dynein transport, whose call it bears; z-score; measured here: cytoplasmic GR-EGFP intensity; hits give high values
Dynein transport nuclear GR-EGFP: also measured in Dynein transport; calls as there; z-score; measured here: nuclear GR-EGFP intensity;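 lower value marks the stronger effect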
Dynein transport cell count: second read-out of Dynein transport, no call of its own (marks repeat the call); z-score; measured here: cell count per field
Insulin prom up cell count: also measured in Insulin prom up; calls as there; cell count; measured here: cytotoxicity, nuclei count;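 total cells summed across four imaged fields per well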
Hep lipid drop cells 6.5 µM: further read-out of Hep lipid drop, marked with its call; cell count; measured here: cell count, cytotoxicity flag;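 cells counted across two imaged fields per well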
MT stabilizer Hoechst-high %: recorded beside MT stabilizer, whose call it bears; % Hoechst-high responders; measured here: nuclear condensation Hoechst responders;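 share of cells brighter than vehicle mean plus two SD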
MT stabilizer cytotoxicity %: second read-out of MT stabilizer, no call of its own (marks repeat the call); toxicity, %; measured here: cytotoxicity by cell density;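 0% = mean cell density of plate MIN control wells and 100% = no cells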
Autophagy HCS cell loss 18 h: further read-out of Autophagy HCS, marked with its call; toxicity, %; measured here: cell loss, nuclei count;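 cell loss after 18 h compound exposure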
The depositor's hits bear a star; i = inactive; nt = no result given; + = active, no number.

Screens in order – MT stabilizer cytotoxicity %, Dynein transport cell count, Dynein transport, Dynein transport nuclear GR-EGFP, M1AAP inhibition, Insulin prom up, Hep lipid drop cells 6.5 µM, Yfh1-off respiration, MT stabilizer Hoechst-high %, Hep lipid drop, P. falciparum M17LAP, MT stabilizer, Insulin prom up cell count, Autophagy HCS cell loss 18 h, Autophagy HCS, ER stress rescue, Dynein transport cytoplasmic EGFP
CC(Nc1ccccc1)c1cc(Cl)ccc1O (centres undefined)
  3.0, -1.14, -0.543, -0.351, -4.3%, nt, 720, i, 2.3, -6.4, 13.9%, 2.5, nt, -1.5, i, 1.1%, -0.127
O=C(NCC(F)(F)F)Nc1cccnc1
  8.5, 0.283, -0.105, -0.0188, -2.6%, 0.56, 687, i, 2.4, -7.0, 3.8%, 2.9, 1118, -5.8, i, -0.7%, -0.215
CCOC(=O)N1CCN(c2c(NCC3CCN(Cc4cccc(C)c4)CC3)c(=O)c2=O)CC1
  8.1, 1.07, -0.929, -0.294, -0.2%, -0.91, 633, i, 2.8, -10.3, 10.8%, 2.1, 1785, -1.3, i, -1.7%, -0.228
COc1cccc(N/C(SC)=C(/C#N)C(N)=O)c1
  21.3*, -0.691, -0.265, -0.0232, 2.1%, 0.09, nt, i, 11.4*, nt, 25.5%, 21.7*, 1386, 7.9, i, 0.3%, -0.243
CCN(CC)c1ccc(/C=N/N=C(c2ccccc2)c2ccccc2)c(O)c1
  0.7, 1.3, -1.16, -0.786, 7.1%, 2.26, 542, i, 1.3, 8.0, 2.6%, 1.9, 1318, 2.6*, +, 0.9%, 0.278
CCC(C)(C)n1nnnc1C(c1ccncc1)N1CCN(c2cccc(OC)c2)CC1 (centres undefined)
  9.7, 0.101, -0.311, 0.132, 2.8%, -0.42, 544, i, 1.3, -5.2, 4.8%, 2.5, 1663, 4.3, i, -0.1%, -0.228
COc1ccc(NC(=O)N(Cc2ccc(C)cc2)Cc2cccnc2)c(OC)c1
  9.3, 0.358, -0.568, -0.243, 5.8%, -1.02, nt, i, 2.9, nt, 5.0%, 3.1, 896, 11.4, i, -2.6%, -0.195
Cc1ccc(Cn2c(NCCc3ccccc3)nc3c2c(=O)n(C)c(=O)n3C)cc1
  7.3, 0.565, -0.363, 0.281, 11.9%, 0, 696, i, 1.7, -4.2, -5.3%, 2.3, 1295, 1.0, i, -2.1%, 0.732
Cc1cc(-c2nn(-c3ccccc3F)cc2CN2CCN(c3ccccn3)CC2)c(C)s1
  2.6, 0.437, 0.588, 0.0829, 1.6%, -0.33, 531, i, 2.0, -9.9, -9.6%, 3.8, 1431, -29.9, i, 10.5%, -0.255
Cc1onc(-c2ccccc2)c1C(=O)NCC1CCN(C(=O)c2c(-c3ccccc3)noc2C)CC1
  2.7, 0.445, 0.934, 0.983, -0.6%, 1.13, nt, i, 2.5, nt, -0.7%, 3.2, 1421, -0.9, i, -0.2%, 0.157
NC(=O)NC(=O)C[n+]1cccc(/C=N/O)c1
  10.2, -0.409, -0.439, -0.159, -0.2%, -0.03, 722, i, 2.0, 14.7, 3.9%, 1.9, 1307, 12.8, i, 1.4%, -0.0641
COc1cc([N+](=O)[O-])c2ncsc2c1
  5.3, 0.897, -0.735, -0.661, 8.8%, 0.14, 689, i, 4.1, -22.3, -0.1%, 1.4, 1271, 0.0, i, -1.6%, -0.3
O=C1CCCc2c1nc(-c1ccco1)n2O
  7.3, 0.238, -0.103, 0.133, 4.7%, 1.28, nt, i, 2.6, nt, 4.7%, 4.3, 1118, -7.9, i, -3.4%, -0.224
O=C(Nc1ccccc1)c1cn2ccccc2n1
  nt, 1.16, -0.331, -0.221, -5.0%, -0.02, 727, i, nt, 7.1, 11.8%, nt, 1473, nt, nt, nt, -0.0644
Cc1ccc(/C=N/NC(=O)C(O)c2ccccc2)o1 (centres undefined)
  nt, 0.192, 0.439, 0.637, 1.6%, 1.19, 690, i, nt, -3.8, 17.3%, nt, 1046, nt, nt, nt, -0.24
O=C(O)c1ccc(CNCc2cccc(Cl)c2Cl)cc1
  2.6, 1.09, 0.0231, 0.149, -2.0%, -0.33, 715, i, 0.7, 0.8, 4.0%, 1.9, 834, -7.5, i, -3.5%, -0.197
COc1ccc([N+](=O)[O-])cc1C1NN=C(c2ccccc2O)S1 (centres undefined)
  0.9, -0.166, 0.359, -0.425, 3.1%, 0.76, nt, i, 1.9, nt, -5.5%, 3.2, 1541, 3.8, i, -1.4%, -0.141
COc1ccc(-n2nnnc2SCc2nc(N)nc(N3CCOCC3)n2)cc1
  5.1, 0.464, -0.312, 0.673, 2.0%, -0.05, nt, i, 2.1, nt, 2.2%, 2.9, 1518, 1.2, i, -0.8%, -0.214
CC(=O)Nc1c(C(=O)N2CCCCCC2)cnn1-c1ccccc1
  5.1, 0.894, -1.01, -0.603, -1.9%, -0.29, 746, i, 2.4, -9.2, -6.3%, 2.3, 972, -2.8, i, 0.7%, -0.197
O=C(CCCNS(=O)(=O)c1cccc2nsnc12)NCc1ccc(F)cc1
  5.0, -0.132, 0.856, 0.376, 1.9%, 0.49, 674, i, 3.2, -0.5, 0.5%, 5.2, 1439, 9.3, i, -3.3%, -0.33
Cc1c(NC(=O)C(C)OC(=O)c2c3c(nc4ccccc24)CCC3)c(=O)n(-c2ccccc2)n1C (centres undefined)
  1.8, -0.78, 0.334, 0.416, -1.9%, 0.06, 718, i, 1.2, -7.5, 15.2%, 7.6, 1489, 8.3, i, 0.0%, -0.0764
Cc1csc(N(C)C(=O)CSc2nnc(COc3cccc4ccccc34)o2)n1
  7.5, -0.167, 0.592, 0.611, -5.2%, -0.91, 700, i, 5.5, -1.9, -10.4%, 5.0, 1322, 0.2, i, -3.4%, -0.0503
CCOc1cnc(-c2ccccc2F)o1
  2.3, -1.08, 0.283, 0.83, -3.0%, 0.68, 686, i, 2.8, 12.4, -4.1%, 2.4, 1634, 7.7, i, -0.6%, -0.327
Cc1ccc(NC(=S)NNc2ccc([N+](=O)[O-])cc2S(=O)(=O)Nc2ccccc2C(=O)O)cc1C
  2.6, 0.34, -0.455, -0.619, 29.5µM*, 0.69, 664, i, 2.4, -5.1, 5.16µM*, 3.7, 1205, 2.2, i, -2.1%, -0.289
CCOC(=O)c1[nH]c2ccc(F)cc2c1NC(=O)C1=COCCO1
  14.3, -0.216, 0.464, 0.369, 13.9%, 0.38, 726, i, 2.2, 8.7, -4.8%, 2.6, 1185, 39.4, i, 4.8%, -0.202
COCCN(C(=O)c1csnn1)C(C(=O)NC1CCCCC1)c1cccs1 (centres undefined)
  1.1, -0.355, 1.14, -0.37, 3.3%, -0.76, 720, i, 2.1, 11.0, 2.8%, 2.7, 1323, -1.0, i, -2.9%, -0.208
COc1ccc(N=Cc2oc3ccc4ccccc4c3c2O)cc1
  10.5, 0.477, -1.07, -0.79, 8.2%, 1.36, 674, i, 3.2, 23.6, 12.8%, 3.9, 1287, 5.8, i, nt, -0.176
O=C(C1CCC1)N1CCc2cc(S(=O)(=O)NC3CCCc4ccccc43)ccc21 (centres undefined)
  11.3, 0.308, -0.551, -0.277, 10.3%, nt, 779, i, 1.4, 6.9, 7.4%, 1.4, nt, 10.3, i, -2.0%, -0.196
C(=N\Nc1nc(Nc2ccccc2)nc(N2CCCCC2)n1)/c1ccco1
  3.8, -0.166, 0.0903, 0.0968, 4.1%, -1.28, 744, i, 0.8, 21.2, -1.0%, 0.6, 1214, 1.3, i, -3.0%, -0.19
COc1ccccc1C(=O)Nc1ccc(S(=O)(=O)Nc2onc(C)c2C)cc1
  nt, 0.901, -0.893, -0.398, 5.4%, -0.46, 682, i, nt, 3.2, 2.0%, nt, 1097, nt, nt, nt, -0.217
COc1ccc(C2CC(c3cccs3)=NN2S(C)(=O)=O)cc1OC (centres undefined)
  5.7, 0.415, -0.0833, -0.341, 0.4%, -0.06, 665, i, 1.6, 5.7, 6.0%, 1.6, 1485, -12.0, i, 0.2%, -0.233
COc1ccc(CN2C(=O)/C(=C/c3ccncc3)SC2=S)cc1
  13.6, 0.377, 0.0794, 0.205, 5.0%, 0.54, 541, i, 4.0, -2.2, 14.8%, 8.7, 1125, 1.7, i, -1.1%, -0.0165
CCOC(=O)CC(=O)CSc1nnc2c(n1)[nH]c1ccccc12
  6.2, 0.242, -0.57, -0.0368, 0.9%, -0.3, nt, i, 3.1, nt, 7.0%, 4.4, 1589, -3.3, i, -1.8%, 1.5
COC(=O)[C@@H]1C[C@@]2(O)[C@@H](O)[C@@H](O)[C@@H](O)C[C@H]2N1CC1CCCCC1
  nt, 1.1, -0.309, -0.202, 7.5%, 0.39, 688, i, nt, -2.2, -1.1%, nt, 874, nt, nt, nt, -0.81
COc1ccc(-c2cc(C(=O)O)c3ccccc3n2)c(OC)c1
  6.0, 0.3, -0.292, 0.0475, 10.5%, nt, 780, i, 2.1, 1.8, 13.6%, 4.4, nt, -6.8, i, 0.6%, -0.206
COc1ccc(CCNC(=O)c2ccncc2)cc1OC
  35.8, 1.08, 0.408, 0.335, 4.9%, 0.56, 633, i, 0.7, 7.7, -12.2%, 3.6, 1707, 1.8, i, -0.9%, -0.27
Cn1nc([N+](=O)[O-])c(C(C#N)c2nc3ccccc3n2C)c(Cl)c1=O (centres undefined)
  5.3, 0.206*, -3.63*, -1.64*, 20.2%, -0.01, 667, i, 2.0, 20.7, 20.4%, 3.2, 1291, -1.9, i, -2.1%, 0.258*
CCCCn1ccnc1C(=O)c1ccc(S(=O)(=O)N2CCCC2)cc1
  nt, 0.273, 0.933, 0.341, 1.0%, 0.46, 727, i, nt, -7.2, 4.3%, nt, 1090, nt, nt, nt, -0.256
